# NCI-60 one-dose screen, 48 h, at 10 µM unless noted. Numbers give growth in % (100 = growth as untreated, 0 = no growth, -100 = all killed).
# RPMI-8226 = RPMI-8226 leukemia cells | hit rate 7.5% among 77,000 | AID 1794781
# SR = SR leukemia cells. hit rate 8.7% among 73,000
# MDA-MB-231 = MDA-MB-231 breast cancer. AID 1794789. hit rate 5% among 81,000
# MDA-MB-468 = MDA-MB-468 breast cancer. hit rate 8.5% among 78,000. AID 2202374
# MOLT-4 = MOLT-4 leukemia cells | hit rate 6.9% among 80,000
# MCF7 = MCF7 breast cancer | hit rate 6.3% among 82,000
# MDA-MB-435 = MDA-MB-435 melanoma. hit rate 7.8% among 82,000
# Active calls of the source: *; nt = no result given. Rule for the calls: active = growth percent below 10; inactive = the rest. An excerpt; count on the stated rates, not on these rows.
SMILES,RPMI-8226,SR,MDA-MB-231,MDA-MB-468,MOLT-4,MCF7,MDA-MB-435
CC(C)C[C@@H](CN)CC(=O)O,92.1,nt,117.8,82.7,nt,90.3,101.7
CC(=O)Nc1ccc(C(=O)O)cc1,108.3,87.4,122.4,118.7,100.0,105.0,101.2
